# Anthrax LF inh2: Bacillus anthracis LF protease inhibitors, primary screen, biochemical, multiplex microsphere, MLPCN library; inhibition, % at 10 µM; Lethal factor (Bacillus anthracis), P15917; 0.12% of 360,000 active; multiplex microsphere protease cleavage assay; also: plate controls were buffer without enzyme for full effect and enzyme alone for no effect
# Target sequence (P15917 whole entry, looked up): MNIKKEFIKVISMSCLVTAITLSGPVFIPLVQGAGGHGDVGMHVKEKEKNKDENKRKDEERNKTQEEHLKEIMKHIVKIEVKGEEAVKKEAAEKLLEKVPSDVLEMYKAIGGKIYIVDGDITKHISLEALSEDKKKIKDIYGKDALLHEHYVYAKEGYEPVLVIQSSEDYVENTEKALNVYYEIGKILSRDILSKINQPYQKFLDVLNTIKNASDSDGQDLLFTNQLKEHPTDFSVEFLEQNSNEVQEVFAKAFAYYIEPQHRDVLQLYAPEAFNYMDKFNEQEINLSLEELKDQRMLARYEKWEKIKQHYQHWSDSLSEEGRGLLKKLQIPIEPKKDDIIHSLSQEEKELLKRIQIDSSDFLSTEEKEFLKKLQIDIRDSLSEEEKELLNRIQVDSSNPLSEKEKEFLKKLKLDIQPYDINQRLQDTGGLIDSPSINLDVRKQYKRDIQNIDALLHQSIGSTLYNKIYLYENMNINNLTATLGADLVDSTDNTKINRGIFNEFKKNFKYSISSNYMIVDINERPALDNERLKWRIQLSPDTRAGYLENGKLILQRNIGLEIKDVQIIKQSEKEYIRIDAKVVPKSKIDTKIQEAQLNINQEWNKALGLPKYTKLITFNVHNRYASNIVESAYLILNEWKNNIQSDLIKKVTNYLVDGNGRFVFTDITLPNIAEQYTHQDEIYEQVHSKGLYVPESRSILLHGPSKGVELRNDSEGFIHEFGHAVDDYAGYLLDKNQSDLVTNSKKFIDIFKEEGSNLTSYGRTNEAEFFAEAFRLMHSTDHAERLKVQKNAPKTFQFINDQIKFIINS
# BH1578 lux ind: inducers of Vibrio cholerae quorum light production without autoinducers, primary screen, BH1578 luxS cqsA deficient, single point; 0.16% of 350,000 active; V. cholerae BH1578 lux reporter, luminescence, 6 h; activation, % at 18.7 µM; in the data active = activation mostly above about 9.7%, no sharp cut-off; inconclusive = no clear call, values can overlap the other calls; inactive = mostly below about 3.7%; also: not every result past the cut was called active; inactives centre near 0; reference of the scale not given here
# Y pestis TopoI: Yersinia pestis topoisomerase I inhibitors, primary screen, biochemical, cleavage product accumulation, plate reader, single point | DNA topoisomerase I (Yersinia pestis CO92) | Y. pestis Topo-I cleavage product accumulation | activity, % at 10 µM | 0.064% of 360,000 active | AID 504884, 2011; in the data active = activity above about 50%, passing the limit was not always enough; inconclusive = no clear call, values can overlap the other calls; also: inactives centre near 2
# TcdB GH inh: TcdB glycohydrolase inhibitors, primary screen, biochemical, single point, plate reader; 0.24% of 350,000 active; AID 652162, 2013; TcdB glycohydrolase enzymatic assay; inhibition, % at 9.99 µM; in the data active = inhibition above about 10%
# CCHF vOTU inh: CCHFV vOTU protease inhibitors, primary screen, biochemical, Pep-AMC substrate, fluorescence; inhibition, % at 11.5 µM; AID 651958, 2012; 0.55% of 370,000 active; Crimean-Congo hemorrhagic fever virus L polyprotein viral ovarian tumor (vOTU) protease …; in the data active = inhibition above about 30%; also: 0% = vehicle wells with enzyme and 100% = no enzyme wells
# VHR inh abs: VHR1 phosphatase inhibitors, primary screen, biochemical, absorbance, uHTS | Dual specificity protein phosphatase 3 (Homo sapiens), P51452 | recombinant VHR phosphatase, pNPP absorbance | inhibition, % at 13.3 µM | 0.52% of 290,000 active | AID 1654, 2009; in the data active = inhibition above about 50%; also: some compounds called inactive have numbers as strong as hits
# Target sequence (P51452 whole entry, looked up): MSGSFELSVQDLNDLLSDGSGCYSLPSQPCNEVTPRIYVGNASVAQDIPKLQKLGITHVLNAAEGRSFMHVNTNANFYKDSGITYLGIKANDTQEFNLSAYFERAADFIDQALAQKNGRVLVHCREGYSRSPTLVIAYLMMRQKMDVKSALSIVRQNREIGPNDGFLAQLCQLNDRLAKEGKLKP
# SARS 3CLpro inh: SARS-CoV 3CLpro protease inhibitors, primary screen, biochemical, quenched FRET. recombinant SARS-CoV 3CLpro, quenched FRET peptide cleavage. 0.14% of 290,000 active. Replicase polyprotein 1ab (Severe acute respiratory syndrome coronavirus), P0C6X7. inhibition, % at 6 µM; in the data active = inhibition above about 12%
# SSB-PriA inh: inhibitors of Klebsiella pneumoniae PriA binding to SSB C-terminal tail, primary screen, biochemical, AlphaScreen; PriA–SSB C-terminal tail interaction (Klebsiella pneumoniae); AlphaScreen SSBct-PriA binding, biotinylated peptide; inhibition, % at 33 µM; 0.6% of 430,000 active; AID 1272365, 2023; in the data active = inhibition mostly above about 37%, no sharp cut-off; inactive = mostly below about 20%;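 also: plate controls were negative control peptide for no effect and reference peptide for full effect; strong numbers were not always called active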
# BoNT A protease: BoNT/A light chain protease inhibitors, primary screen, biochemical, flow cytometry, MLPCN library; multiplex microsphere protease substrate cleavage; inhibition, % at 10 µM; 0.17% of 360,000 active; AID 588499, 2011; also: plate controls were buffer without enzyme for full effect and enzyme alone for no effect
# PfHsp40 yeast: rescue of yeast from PfHsp40 toxicity, primary screen, S. cerevisiae, ATP luminescence | S. cerevisiae expressing PfHsp40, growth rescue | 0.68% of 340,000 active | growth rescue, % at 12.5 µM; in the data active = growth rescue above about 28%, passing the limit was not always enough; inconclusive = no clear call, values can overlap the other calls;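 also: yeast W303a lacking pdr1 and pdr3 grown in galactose medium; growth measured after three days at 30 °C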
# Active calls of the source: *; i = inactive; ? = inconclusive; . = not tested or not shown; ! = a repeat was not active. Rule as the data show it, unless noted: active = inhibition above about 30%; inconclusive = no clear call, values can overlap the other calls; inactive = below that.
no.	structure	Anthrax LF inh2	BH1578 lux ind	Y pestis TopoI	TcdB GH inh	CCHF vOTU inh
1	COc1cc(C(=O)N/N=C/c2ccccn2)cc(OC)c1OC	4	-0.5	4	0.2	-8
2	CCCc1nnc(SCC(=O)Nc2ccc(C(=O)OCC)cc2)o1	-4	0.8	3	0.7	4
3	CCn1c(=O)n(CC)c2cc(S(N)(=O)=O)ccc21	1	-0.3	4	-1.2	-6
4	Cc1cc2c(=O)n(C)c(SCC(=O)Nc3ccccc3)nc2s1	16	i	9	0.8	-7
5	O=C(CCN1C(=O)C2CCCCC2C1=O)Nc1nc(-c2ccccc2)cs1 (stereo unspecified)	-2	-0.9	6	1.7	2
6	O=C(N/N=C\c1ccc(Br)cc1)c1ccc(Cn2cccn2)o1	-1	-0.2	2	0.1	11
7	Cc1ccc(S(=O)(=O)C(c2ccccc2)c2c(C)noc2C)cc1 (stereo unspecified)	-1	-5.1	3	.	-4
8	COc1cccc(C(=O)Nc2ccc3c(c2)C(=O)c2ccccc2C3=O)c1	-2	-0.1	1	0.7	-2
9	CCCCNC(=O)N1CCN(c2ccccc2OCC)CC1	0	-0.2	-5	1.0	7
10	Cc1ccc[n+](-c2[nH]c(=O)sc2/C=N/NC(=O)c2ccccc2[O-])c1	0	-0.3	-10	0.8	9
11	CCOC(=O)C1=C(C)N=C2SCCC(=O)N2[C@@H]1/C=C/c1ccccc1	-3	i	-6	.	3
12	COc1cc2nc(SCC(=O)NCc3ccco3)n(Cc3ccc(Cl)cc3)c(=O)c2cc1OC	-2	-1.3	-4	.	5
13	COCCN(C(=O)COC(=O)C(c1ccccc1)c1ccccc1)c1c(N)n(Cc2ccccc2)c(=O)[nH]c1=O	.	i	28	-0.9	-10
14	Cc1cccc(C)c1NC(=S)N/N=C/c1ccc(OCCC(C)C)cc1	-1	-2.2	8	.	0
15	O=C(CSc1nnc(-c2cc3ccccc3cc2O)n1Cc1ccco1)c1ccc(F)cc1	-9	-3.1	14	.	8

no.	VHR inh abs	SARS 3CLpro inh	SSB-PriA inh	BoNT A protease	PfHsp40 yeast
1	24	5	.	-0.6	0.3
2	17	-7	-2	-1.9	1.8
3	36	1	-12	-0.6	0.0
4	7	-2	-14	2.9	-1.6
5	20	4	5	0.1	0.1
6	-8	0	.	0.0	0.1
7	5	1	-21	-0.6	4.0
8	15	0	-4	1.6	0.2
9	15	-2	5	0.3	-0.8
10	0	1	.	0.2	0.3
11	25	2	-16	-0.9	-1.9
12	13	-2	-17	?	1.3
13	.	.	4	.	0.3
14	-17	0	.	-3.8	1.0
15	36	7	11	0.4	-0.4

# Going on with the list:
no.	structure	Anthrax LF inh2	BH1578 lux ind	Y pestis TopoI	TcdB GH inh	CCHF vOTU inh
16	COCCN=c1scc(-c2ccc3c(c2)NC(=O)CO3)n1/N=C(\C)c1ccc(O)cc1	-8	0.1	-7	0.6	-3
17	COc1ccc(-c2c(C)nn3c(N4CCCCCC4)cc(C)nc23)cc1OC	-5	-0.1	22	1.3	2
18	Cc1ccc(N2CC(C(=O)Nc3nnc(SCCC4OCCO4)s3)CC2=O)cc1C (stereo unspecified)	-4	i	11	0.2	17
19	O=[N+]([O-])c1ccccc1S(=O)c1ccccc1[N+](=O)[O-]	2	.	.	1.0	-5
20	Cc1cn(-c2cc(NC(=O)c3ccc(C)c(NC(=O)c4cccc(-c5cn[nH]c(=O)c5)c4)c3)cc(C(F)(F)F)c2)cn1	-4	i	10	.	.
21	CCOC(=O)CCSc1nc(C(C)(C)C)cc(C(F)(F)F)c1C#N	1	i	18	.	-3
22	OC(c1ccc(Cl)cc1)c1ncc(-c2ccccc2F)[nH]1 (stereo unspecified)	0	-0.6	7	1.9	-7
23	O=C(COc1ccc2c3c(c(=O)oc2c1)CCC3)NCCCN1CCCC1=O	2	i	-5	-2.2	-8
24	COc1ccc(NS(=O)(=O)c2cccc(C(=O)N3CCN(C(=O)c4ccco4)CC3)c2)cc1	-5	i	-1	0.1	-5
25	Cc1ccccc1-c1nc(CS(=O)(=O)CC(=O)NC(C)c2ccccc2)c(C)o1 (stereo unspecified)	0	-0.2	25	-1.7	11
26	O=C1N[C@@H](c2ccccc2)COC(=O)[C@H](Cc2ccc(F)cc2)C/C=C\C[C@@H]1CC(=O)N(CCO)Cc1ccccc1	-9	i	-4	0.4	14
27	CC1CCN(C(=O)COC(=O)c2n[nH]c3ccccc23)CC1	2	-0.6	6	.	-7
28	CCc1ccc(N2C(=O)CC(N3CCC(C(=O)OC)CC3)C2=O)cc1 (stereo unspecified)	1	0.8	2	.	-11
29	O=C(OCc1ccc(Br)cc1)c1cccnc1Cl	2	-0.5	13	0.6	-19
30	Cc1c(C(=O)N/N=C/c2c(O)ccc3ccccc23)nnn1-c1nonc1N	0	-0.4	-2	-0.2	8

no.	VHR inh abs	SARS 3CLpro inh	SSB-PriA inh	BoNT A protease	PfHsp40 yeast
16	5	2	.	-0.3	-0.1
17	10	-3	12	-0.4	0.0
18	10	1	-1	0.3	2.2
19	.	.	.	0.2	.
20	24	-6	4	-1.2	1.9
21	-18	2	-33	-0.1	-0.1
22	.	.	.	-0.2	.
23	6	-5	-17	1.0	-0.1
24	.	.	-1	3.8	1.3
25	10	-1	5	0.7	1.4
26	.	.	0	-0.2	0.8
27	15	4	-7	-0.2	0.5
28	21	0	-17	-0.4	5.0
29	2	6	-50	-1.4	1.0
30	46	0	.	1.0	0.5

# Structures shown so far that have a CF3 group:
no.	structure	Anthrax LF inh2	BH1578 lux ind	Y pestis TopoI	TcdB GH inh	CCHF vOTU inh
20	Cc1cn(-c2cc(NC(=O)c3ccc(C)c(NC(=O)c4cccc(-c5cn[nH]c(=O)c5)c4)c3)cc(C(F)(F)F)c2)cn1	-4	i	10	.	.
21	CCOC(=O)CCSc1nc(C(C)(C)C)cc(C(F)(F)F)c1C#N	1	i	18	.	-3

no.	VHR inh abs	SARS 3CLpro inh	SSB-PriA inh	BoNT A protease	PfHsp40 yeast
20	24	-6	4	-1.2	1.9
21	-18	2	-33	-0.1	-0.1

# Additional entries:
no.	structure	Anthrax LF inh2	BH1578 lux ind	Y pestis TopoI	TcdB GH inh	CCHF vOTU inh
31	O=C(CN=C1NC(=O)C(c2ccccc2)(c2ccccc2)N1)NCc1ccc(F)cc1	-2	-0.1	3	0.4	4
32	CN1CCN(Cc2cc3c(cc2[N+](=O)[O-])OCO3)CC1	22	1.0	-1	-0.1	-12
33	COc1ccc(Cc2nnc(NC(=O)CSc3ccccc3)s2)cc1	-11	i	23	.	13
34	Cc1cccc(CN2CCC(C(=O)Nc3cccc(-c4cccc(F)c4)c3)CC2)n1	-5	-5.8	20	-0.9	15
35	CCCC(=O)Nc1ccc(-c2nc3ncccc3o2)cc1	-15	i	3	0.9	-41
36	O=C(/C=C/c1c(Cl)nc2ccccn12)N1CCN(c2ccccc2F)CC1	-2	i	-7	0.6	4
37	CCOC(=O)N1CCN(C(=O)c2cc3sccc3n2C)CC1	-5	-0.2	0	0.1	4
38	Cc1ccc(C(C(=O)NC(C)(C)C)N(CC2CCCO2)C(=O)CCC(=O)Nc2ccccn2)cc1 (stereo unspecified)	0	-0.5	0	0.5	7
39	Cc1ccc(-c2ccc(CN3C(C(C)C)C(=O)N(Cc4cn(CCC5OCCO5)nn4)CCS3(=O)=O)cc2)cc1 (stereo unspecified)	-3	-2.4	2	0.8	16
40	O=C(Nc1ccccc1)c1cc(C2CCCN(C(=O)C3CC3)C2)on1 (stereo unspecified)	2	-0.3	-2	1.7	-2
41	COC(=O)C(CC(C)C)NC(=O)c1cc(OC)c(OC)c(OC)c1 (stereo unspecified)	2	i	-9	.	-12
42	Cc1ccc2c(C(=O)CN3CCN(C4CCCCC4)CC3)c(C)[nH]c2c1	2	6.1	2	.	3
43	CC(=O)N(C)c1ccc(NC(=S)Nc2cccc3ccccc23)cc1	-1	i	-10	0.8	-7
44	Cc1ccc(C)c(NC(=S)N2CCN(c3cccc(C(F)(F)F)c3)CC2)c1	-6	.	12	.	1
45	COc1ccc(-n2cc(CNC3CCN(C)CC3)c(-c3cccc(F)c3)n2)cc1	9	-0.5	-2	-1.5	7

no.	VHR inh abs	SARS 3CLpro inh	SSB-PriA inh	BoNT A protease	PfHsp40 yeast
31	2	0	5	-1.2	-2.7
32	-2	0	-12	-0.1	0.0
33	2	2	-14	0.2	-1.3
34	-31	4	6	0.5	0.8
35	22	2	15	2.7	-0.2
36	14	5	-5	-0.1	-1.7
37	13	1	-11	0.7	-0.5
38	42	3	2	0.2	0.3
39	.	.	.	-0.1	.
40	.	.	.	0.1	.
41	-1	0	-14	0.9	-1.1
42	-21	-5	4	0.7	-0.4
43	18	-3	26	1.4	-1.6
44	27	1	-10	0.3	-0.8
45	8	5	-8	0.6	-0.6

# Remaining list, next part.
no.	structure	Anthrax LF inh2	BH1578 lux ind	Y pestis TopoI	TcdB GH inh	CCHF vOTU inh
46	Cc1ccc(S(=O)(=O)/N=C(\CSC(N)=O)Nc2ccccc2)cc1	1	i	-1	.	0
47	O=C1CCCN1c1ccc(S(=O)(=O)N2CCCCC2)cc1	-1	0.0	-2	2.3	10
48	COC(=O)COc1ccc(S(=O)(=O)Nc2ccc3c(c2)OCCO3)cc1Cl	-4	2.7	0	1.4	-17
49	O=C(Nc1ccn([C@H]2CC[C@@H](CO)O2)c(=O)n1)c1ccccc1	-2	-0.5	-2	1.0	-8
50	Cc1sc2ncn(CC(=O)N(CC(=O)NC3CCCC3)Cc3cccs3)c(=O)c2c1C	-1	-0.3	-2	0.8	.
51	CCOC(=O)c1nn(C)c(=S)n(C)c1=O	-1	-3.4	-5	0.1	-4
52	Fc1ccccc1OCCSc1ncnc2nc[nH]c12	-1	-0.3	-2	0.8	9
53	COC(=O)c1ccccc1S(=O)(=O)NNC(=O)C1COc2ccccc2O1 (stereo unspecified)	0	-3.7	-1	1.1	-1
54	CC(=O)/C(N=Nc1ccc2c(c1)OCO2)=C(\C)O	1	i	-6	.	2
55	Cc1c(Cl)cc(-n2cnnn2)cc1[N+](=O)[O-]	-5	-0.2	6	0.2	-2
56	CCOc1cccc2sc(N(CCCN(C)C)C(=O)c3ccc(S(=O)(=O)N(C)Cc4ccccc4)cc3)nc12	-2	i	2	-0.3	4
57	CN(CCC#N)c1ncnc2scc(-c3ccccc3)c12	3	0.6	-1	.	-2

no.	VHR inh abs	SARS 3CLpro inh	SSB-PriA inh	BoNT A protease	PfHsp40 yeast
46	-8	-1	.	1.0	-0.9
47	-8	1	-14	-0.6	0.2
48	7	4	-1	5.2	0.7
49	-3	1	-2	0.7	-1.0
50	-17	6	-8	-0.5	-1.1
51	.	.	-14	0.6	-1.6
52	14	2	-2	0.0	-1.4
53	.	.	-15	0.3	-0.2
54	1	3	.	0.2	-1.3
55	34	3	-11	0.1	-0.3
56	4	4	38*!	-2.4	-0.7
57	22	0	-6	0.0	-0.1

# Bioassay records as filed in PubChem BioAssay.

# An excerpt; rates above refer to the full screens.
